Source: PubChem
M5 antag = blocks acetylcholine activation of human M5 receptor; P08912; CHO-hM5 cells, Fluo-8 calcium fluorescence, ACh EC80; inhibition, % at 3 µM; 360,000 compounds, 0.59% hits;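 active = inhibition above a per-plate cutoff, the mean of that plate's test compounds plus 3 SD, cut at about 27% in these data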;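 note: 0% = acetylcholine EC80 with DMSO and 100% = DMSO without agonist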
Target sequence (P08912 whole entry, looked up): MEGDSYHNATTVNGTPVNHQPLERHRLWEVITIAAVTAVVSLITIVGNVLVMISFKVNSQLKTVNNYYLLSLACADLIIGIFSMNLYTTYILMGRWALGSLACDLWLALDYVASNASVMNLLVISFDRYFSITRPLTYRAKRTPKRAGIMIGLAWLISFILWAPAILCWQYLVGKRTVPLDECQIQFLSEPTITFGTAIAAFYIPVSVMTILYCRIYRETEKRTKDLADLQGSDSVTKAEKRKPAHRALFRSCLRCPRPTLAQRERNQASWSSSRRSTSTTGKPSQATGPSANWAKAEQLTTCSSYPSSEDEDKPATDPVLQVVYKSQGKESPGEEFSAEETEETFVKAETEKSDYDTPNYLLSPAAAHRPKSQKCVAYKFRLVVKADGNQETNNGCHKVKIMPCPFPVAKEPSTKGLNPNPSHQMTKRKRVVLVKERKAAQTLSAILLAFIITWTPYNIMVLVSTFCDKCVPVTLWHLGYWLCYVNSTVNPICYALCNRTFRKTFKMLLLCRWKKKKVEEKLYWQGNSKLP
CRFR2-BP ag = CRF-BP/CRF-R2 complex agonism; HEK293 CRF-R2/CRF-BP, calcium dye fluorescence (FLIPR); percent of saturating CRF peptide response; 350,000 compounds, 0.46% hits; AID 588473; activation, % at 13.2 µM;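 active = activation of at least 50%, plus an integration ratio under a set limit after plate pattern correction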;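 note: plate controls were neutral control wells without compound for no effect and CRF at EC100 for full effect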
CRFBP-R2 block = CRF-BP/CRF-R2 complex antagonism | HEK293 CRF-R2/CRF-BP, CRF-induced calcium fluorescence | inhibition, % at 11.8 µM | 350,000 compounds, 0.59% hits | AID 588475;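 active = inhibition of the ligand-induced calcium signal above about 50% at the single tested concentration, limit read from the data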
CHRM4 PAM = CHRM4 positive allosteric modulation; P08173; CHO-K1 hM4/Gqi5, Fluo-8 calcium fluorescence, ACh EC20; 0% = ACh EC20, 100% = maximal ACh; activation, % at 3 µM; 360,000 compounds, 0.4% hits; AID 624126;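 active = activation above its plate's cutoff, the mean activation of sample wells plus 3 SD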; note: some results filed as inactive read as strong as hits
Target sequence (P08173 whole entry, looked up): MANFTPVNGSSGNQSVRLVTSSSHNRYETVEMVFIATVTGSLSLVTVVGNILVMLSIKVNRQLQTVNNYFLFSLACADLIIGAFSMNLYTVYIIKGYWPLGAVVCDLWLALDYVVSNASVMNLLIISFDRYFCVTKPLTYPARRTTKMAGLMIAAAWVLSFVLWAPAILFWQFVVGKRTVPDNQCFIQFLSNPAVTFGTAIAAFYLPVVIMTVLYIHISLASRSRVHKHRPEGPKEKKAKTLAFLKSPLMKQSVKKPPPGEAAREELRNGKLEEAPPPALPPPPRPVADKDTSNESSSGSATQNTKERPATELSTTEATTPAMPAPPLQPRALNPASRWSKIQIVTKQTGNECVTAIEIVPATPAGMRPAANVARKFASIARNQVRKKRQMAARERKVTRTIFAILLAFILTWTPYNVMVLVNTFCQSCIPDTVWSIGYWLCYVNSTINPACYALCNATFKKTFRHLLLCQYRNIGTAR
CHRM5 PAM = CHRM5 positive allosteric modulation; CHO-K1 hM5, Fluo-8 calcium, ACh EC20 PAM; 0% = ACh EC20, 100% = ACh EC100; activation, % at 3 µM; P08912; 360,000 compounds, 0.3% hits;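 active = activation above the run cutoff, the mean activation of all test compounds plus 3 SD, cut at about 18% in these data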
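Probe or stimulus: acetylcholine, EC20 level; Assay system: human M5 receptor in CHO-K1 cells; Schedule: compound preincubation 140 s before EC20 acetylcholine addition; Technique: intracellular calcium via Fluo-8 fluorescence; Dosing: single-point, 3 µM nominal; Read-out basis: percent activation from peak-over-basal fluorescence ratio, scaled EC20-to-EC100 acetylcholine; Repeats: one well per compound, no replicates.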
M5 ag = CHRM5 agonism in calcium assay. AID 624037. P08912. activation, % at 3 µM. 360,000 compounds, 0.19% hits. CHO-K1 hM5 cells, Fluo-8 calcium fluorescence; 0% DMSO wells, 100% maximal acetylcholine response;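 active = activation above the run's mean over test compounds plus 3 SD, cut at about 23% in these data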;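 note: signal is peak over basal fluorescence ratio across the kinetic read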
TAAR1 antag = antagonists of human TAAR1. Q96RJ0. CHO RD-HGA16 TAAR1, Fluo-8 calcium fluorescence, antagonist. inhibition, % at 3 µM. 360,000 compounds, 1.5% hits;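 active = inhibition above a per-plate cutoff, the mean inhibition of test compounds on that plate plus 3 SD, cut at about 49% in these data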;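 note: 0% = DMSO plus EC80 beta-PEA response and 100% = DMSO alone without agonist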
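Test system: CHO RD-HGA16 cells bearing hTAAR1 | Reagent: β-PEA, EC80 | Compound dosing: 3 µM, single point | Schedule: Dye loading 75 min at 37 °C, then 30 min room temperature | Signal: Calcium fluorescence with Fluo-8 | Evaluation: Percent inhibition of PEA-evoked calcium signal, max/basal emission ratio | Control set: DMSO-only wells and EC80 β-PEA-stimulated wells | Repeats: Singlicate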
CHO-K1 Ca PAM = nonselective activator or artifact in parental CHO-K1 calcium assay. ATP EC20, Fluo-8 calcium fluorescence; 0% at ATP EC20, 100% at ATP max. activation, % at 3 µM. 360,000 compounds, 0.02% hits;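 active = activation above the run cutoff, the mean activation of all test compounds plus 3 SD, cut at about 40% in these data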;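 note: peak over basal fluorescence ratio in a 140 s read after ATP addition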
TAAR1 agonist = human TAAR1 agonism; Q96RJ0; CHO RD-HGA16 TAAR1, Fluo-8 calcium fluorescence; vehicle wells 0%, saturating PEA agonist 100%; activation, % at 3 µM; 360,000 compounds, 0.99% hits; AID 624467;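 active = activation above the mean activation of all test compounds in the run plus 3 SD, cut at about 38% in these data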
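Test system: RD-HGA16 (CHO) cells co-expressing Gα16 and hTAAR1 | Doses: Single dose, 3 µM | Schedule: 17-24 h seeding, 75 min 37 °C dye, 30 min RT | Evaluation: % activation from peak over basal fluorescence ratio, DMSO-to-PEA scaled | Technique: Kinetic Fluo-8 calcium fluorescence | Benchmarks: Low control DMSO, high control PEA (EC100)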
Active calls of the source: *; / = not tested or not shown. Rows were taken by chance; overall some 4.2% were active at least once.

Sample of the layout (5 entries):
SMILES	M5 antag	CRFR2-BP ag	CRFBP-R2 block	CHRM4 PAM	CHRM5 PAM	M5 ag	TAAR1 antag	CHO-K1 Ca PAM	TAAR1 agonist
Cc1c(C(=O)N2CCN(c3ccccc3)CC2)oc2c1C(=O)CC(C)(C)C2	9	-0.8	7	-10	-9	2	67*	-24	11
CC(C)NS(=O)(=O)c1ccc(NC(=O)NC2CCCCC2)cc1	-1	1.2	-44	-9	-2	-4	-1	-13	4
O=C(NNC(=O)c1oc2ccccc2c1-n1cccc1)c1ccco1	-5	-3.2	97*	10	8	5	-8	8	3
Cc1ccc(NC(=O)c2ccc3c(c2)nnn3C)cc1	-7	1.9	-15	-1	1	-2	-13	14	11
CCCCn1c(N)c(N(CCC(C)C)C(=O)C(C)N2C(=O)c3ccccc3C2=O)c(=O)[nH]c1=O (stereo not drawn)	4	-0.5	1	22*	1	-1	5	13	0

This part in full, from the start:
SMILES	M5 antag	CRFR2-BP ag	CRFBP-R2 block	CHRM4 PAM	CHRM5 PAM	M5 ag	TAAR1 antag	CHO-K1 Ca PAM	TAAR1 agonist
Cc1c(C(=O)N2CCN(c3ccccc3)CC2)oc2c1C(=O)CC(C)(C)C2	9	-0.8	7	-10	-9	2	67*	-24	11
CC(C)NS(=O)(=O)c1ccc(NC(=O)NC2CCCCC2)cc1	-1	1.2	-44	-9	-2	-4	-1	-13	4
O=C(NNC(=O)c1oc2ccccc2c1-n1cccc1)c1ccco1	-5	-3.2	97*	10	8	5	-8	8	3
Cc1ccc(NC(=O)c2ccc3c(c2)nnn3C)cc1	-7	1.9	-15	-1	1	-2	-13	14	11
CCCCn1c(N)c(N(CCC(C)C)C(=O)C(C)N2C(=O)c3ccccc3C2=O)c(=O)[nH]c1=O (stereo not drawn)	4	-0.5	1	22*	1	-1	5	13	0
O=C(CCC(=O)N1CCN(c2ccccn2)CC1)c1ccc(Cl)s1	0	-1.0	6	-3	4	0	-19	-14	2
O=C(COC(=O)c1ccc(OC(F)F)cc1)NCCCN1CCCC1=O	6	0.7	10	-1	-3	-1	-15	-16	-1
O=C(CSc1c(Cl)cccc1Cl)N1CCC(c2nc3ccccc3s2)CC1	0	1.1	5	-4	-12	3	59*	9	18
COc1ccc(OC)c(-n2c(C)cc(/C=C3\C(=N)N4N=C(CC(=O)N5CCOCC5)SC4=NC3=O)c2C)c1	2	0.7	-5	3	3	-5	2	4	0
Cc1ccc(N(C(=O)c2csnn2)C(C(=O)NC2CCCCC2)c2cccnc2)cc1C (stereo not drawn)	-5	3.1	-7	7	1	-3	-13	19	3
CC(C)OC(=O)c1c(NC(=O)c2cccs2)sc2c1CCCC2	-6	-1.6	-12	-1	-1	1	0	2	9
Cc1cc(C)cc(N(CCC(=O)Nc2nnc(C)s2)S(=O)(=O)c2ccc(Cl)cc2)c1	-5	-2.5	-62	1	3	-1	-23	27	1
Cc1ccc2c(c1)[C@H]1[C@H](CO2)[C@H](c2ccccc2)[C@]2(C)C(=O)Nc3ccc(F)cc3C(=O)N12	11	2.9	5	0	-14	-3	-26	-6	9
Cc1ccc(-n2c(N)c(C(=O)N3CCN(C)CC3)sc2=S)cc1	2	0.5	7	10	1	1	6	7	-1
CCOC(=O)N1CCN(c2cc(NCCO)c([N+](=O)[O-])c3nonc23)CC1	12	-1.6	-9	3	-1	2	-3	1	0
CCn1c(=O)c(C(=O)NCCCO)c(O)c2ccccc21	-6	-0.3	-7	5	7	2	-14	-6	3
CC(NC(=O)c1ccc(S(C)(=O)=O)cc1)c1cccc2ccccc12 (stereo not drawn)	14	1.6	-9	1	-3	-5	2	-22	0
COc1ccc(-c2nc(NC(=O)C3CC(=O)N(c4ccc5c(c4)OCCO5)C3)sc2C)cc1 (stereo not drawn)	5	-0.1	-15	-6	-9	-2	22	19	9
CCOC(=O)c1ccc(S(=O)(=O)NC2CCC(C)CC2)cc1 (stereo not drawn)	13	2.5	-15	-7	-23	-3	22	-9	0
O=S(=O)(c1ccccc1)C1Cc2ccccc2C1Cl (stereo not drawn)	3	-3.6	22	-5	5	1	-24	14	-2
Cc1cc(=O)n2nc(N3CCCC(C(=O)NCc4ccc5c(c4)OCO5)C3)sc2n1 (stereo not drawn)	-2	-1.1	-1	5	5	-7	-3	26	0
COc1ccccc1-n1c(CNC(=O)c2ccccc2)nnc1SCC(=O)Nc1nnc(C)s1	12	-2.5	13	-6	-13	4	-27	16	0
O=C(NC(=S)N1CCCCCC1)c1ccc(Cl)cc1Cl	24	1.6	-17	-12	-15	2	18	-9	0
CCOP(=O)(OCC)c1cccc(P(=O)(c2ccccc2)c2ccccc2)c1O	-5	15	13	2	4	1	-11	5	16
O=c1c2ccccc2nc(/C=C/c2c[nH]c3ccccc23)n1CCO	11	0.2	-15	-14	-15	8	32	10	23

(list continues)
SMILES	M5 antag	CRFR2-BP ag	CRFBP-R2 block	CHRM4 PAM	CHRM5 PAM	M5 ag	TAAR1 antag	CHO-K1 Ca PAM	TAAR1 agonist
COc1ccccc1NCCC(=O)OCC(=O)Nc1ccccc1F	0	-1.3	0	4	-7	5	-2	7	2
CCOC(=O)c1ccc(NC(=S)Nc2ccc3[nH]c(=O)[nH]c3c2)cc1	-8	1.1	-3	-16	-1	-1	-24	1	2
Cc1c(OC(C)C(=O)NCCN2CCOCC2)ccc2c3c(c(=O)oc12)CCCC3 (stereo not drawn)	1	-3.6	-14	-8	8	0	-25	7	4
CCCCc1cc(=O)oc2c(C)c(OCC(=O)NCCN3CCOCC3)ccc12	-10	4.5	-12	1	9	-3	-31	-10	9
COc1ccc(NC(=O)C2CCN(S(=O)(=O)c3ccc4c(c3)NC(=O)CO4)CC2)cc1	12	0.4	-4	3	-6	-6	-4	-10	0
Nc1nnnn1N=C1CCCCC1	7	-2.0	31	-1	29*	-1	-6	11	5
Clc1cccc(Cl)c1-c1noc(-c2ccno2)n1	-11	-1.6	0	-1	8	-1	-1	11	-1
COC(=O)c1ccc(COc2ccc(-c3nnn(CC(=O)NC(C)(C)C)n3)cc2)cc1	-11	-0.5	-11	5	4	-1	-1	15	6
COc1ccc(-n2nnnc2CNC(=O)C2CC(=O)N(c3ccc(F)cc3)C2)cc1 (stereo not drawn)	1	-2.3	16	3	3	-3	-20	-16	0
CCCC1=Nc2cc(C(=O)NCCN3CCCC3)ccc2Sc2ccccc21	-2	2.9	-15	-10	3	-7	-4	24	6
CNC(=O)C1CN(C(=O)c2cccc(S(=O)(=O)N3c4ccccc4CC3C)c2)c2ccccc2O1 (stereo not drawn)	12	-0.8	0	3	-2	1	3	16	1
CCN(CC)C(=O)Cn1cc(S(=O)(=O)Cc2cccc([N+](=O)[O-])c2)c2ccccc21	16	-1.6	47	-4	-6	-4	2	21	0
COCCn1c(SCC(=O)Nc2sccc2C(N)=O)nnc1-c1ccncc1	4	-0.3	-16	1	3	1	-7	20	0
COC(=O)c1ccc2nc(-c3cccc(Cl)c3)c(CC3CCCCC3)n2c1	-1	/	/	8	6	5	-24	-2	2
COCCNC(=O)COc1ccc(N(C)S(=O)(=O)c2ccc3ccccc3c2)cc1	7	-2.7	-4	-2	-2	-3	-15	11	1
CC(=O)NC(NC(=S)Nc1ccc(S(N)(=O)=O)cc1)C(Cl)(Cl)Cl (stereo not drawn)	0	0.4	-1	-14	1	-3	-18	19	-1
CN(CC(=O)Nc1ccc(Cl)cc1)S(=O)(=O)c1cccc2cccnc12	-3	0.4	6	-4	-8	3	19	2	6
COc1ccc(Nc2nnc(-c3ccccc3)c3ccccc23)cc1C(=O)N1CCCCC1	-2	-0.5	-52	4	4	19	5	23	32
COc1cc(CCCN2C(N)=NC[C@@H]2Cc2ccc(O)cc2)cc(OC)c1OC	10	-2.2	6	-3	-1	-1	1	-3	9
Oc1c(Cl)c(Cl)c2ncccc2c1Cl	18	1.0	1	-1	1	1	-18	12	6
O=C(CCCN1C(=O)/C(=C/c2ccccc2Cl)SC1=S)Nc1ccccn1	6	0.0	-10	8	-4	-1	11	16	1
Cc1ccc(S(=O)(=O)NC2CC2)cc1	-2	-0.4	-1	2	3	-3	-17	11	1
Cc1cccc(C)c1NC(=O)NN1C(C)CCCC1C (stereo not drawn)	-7	17	-11	3	2	-1	-12	23	6
COc1ccc(NC(=O)C/C(C)=N/NC(=O)c2ccncc2)c([N+](=O)[O-])c1	-9	0.1	14	-2	-7	-7	-9	18	8
COc1ccc(C(=O)Nc2ccccc2C(=O)N2CCOCC2)cc1	11	-0.2	6	-1	1	-2	-22	6	10

More compounds
SMILES	M5 antag	CRFR2-BP ag	CRFBP-R2 block	CHRM4 PAM	CHRM5 PAM	M5 ag	TAAR1 antag	CHO-K1 Ca PAM	TAAR1 agonist
COc1ccc(CNC(=O)CSc2cc(=O)n(C)c3ccccc23)cc1	2	-1.1	0	-5	-6	-2	-18	5	3
COc1ccc(NC(=O)c2cc(S(=O)(=O)N3CCCC3)c[nH]2)cc1	-4	2.1	-4	-3	-2	-1	-8	6	6
COc1cc(OC)cc(C2=NCCN2)c1	-9	2.5	-9	-2	0	-3	2	10	6
O=C(O)Cc1cccc2c(=O)cc(-c3ccccc3)oc12	-6	/	/	7	4	2	-11	-8	0
CCOc1ccccc1NC(=O)Cn1c(=O)oc2ccccc21	9	1.7	12	-3	-3	0	8	-13	-2
Cc1ccc(OCCNC(=O)c2cccc(S(=O)(=O)NCc3ccccc3)c2)cc1	0	0.3	2	-9	-1	2	-16	-13	8
Cc1ccc(NS(=O)(=O)c2cc(C(=O)NCc3ccccn3)ccc2Cl)cc1	-2	0.4	1	0	-4	1	-8	5	20
O=c1[nH]nc(Cc2ncc(C(F)(F)F)cc2Cl)c2ccccc12	9	0.7	-1	4	-7	2	-5	-5	1
CN1C(=O)c2cccc(NC(=O)C3CCCCC3)c2C1=O	-4	-0.7	1	19*	3	-2	-6	23	0
CC1(C)OC(=O)C(=CNCC(=O)NCC(=O)O)C(=O)O1	-7	1.4	-17	0	-8	-1	11	-9	8
COc1ccc(C(=O)Cc2cnn(-c3ccccc3)c2)c(O)c1	10	0.2	22	0	-13	-1	17	12	6
O=C(CO/N=C/c1ccc(OC(F)F)cc1)NC1CCCCCC1	-20	-0.8	15	3	8	1	1	24	5
CC(=O)Nc1ccc(NC(=O)C(NC(=O)c2ccc(Cl)cc2)C(C)C)cc1 (stereo not drawn)	8	-1.2	-5	3	-5	0	-17	10	1
NC(=O)CSc1nnc(-c2cc3ccccc3o2)n1Cc1ccccc1	-3	1.1	12	0	-4	1	4	14	9
O=C(NC(=S)Nc1cccnc1)c1cc2ccccc2o1	-1	0.3	-16	-4	-8	3	19	6	2
O=C1OCCN1CCNCc1cn(-c2ccc(F)cc2)nc1-c1ccccc1Cl	7	-0.6	-8	-4	8	-1	-7	12	2
C=CCNC(=S)NNC(=O)CC12CC3CC(CC(C3)C1)C2	-6	3.1	-9	7	3	3	-7	-8	4
